LYP inhibition – PTPN22 lymphoid phosphatase activity blockers – biochemical, fluorescence intensity, uHTS (AID 1779); recombinant LYP phosphatase, fluorescence intensity; higher % means a stronger effect; inhibition, % at 11.5 µM; hits with a dose series show IC50 in µM; 290,000 tested, 0.054% active;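 also: plate controls were vehicle with enzyme for no effect and no enzyme for full effect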
PMI inhibitors – inhibitors of human PMI, primary screen, biochemical, fluorescence intensity, coupled assay (AID 1209). 190,000 tested, 0.42% active. inhibition, % at 20 µM, or IC50 in µM where a hit was titrated. purified PMI enzyme, coupled fluorescence intensity; higher % means a stronger effect;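 also: plate controls were DMSO vehicle for no effect and wells lacking substrate for full effect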
ER stress rescue – rescue of cells from ER stress-induced death, primary screen, 384-well, CSM14.1, thapsigargin, ATP luminescence (AID 1222) | CSM14.1 thapsigargin-induced death rescue, ATP luminescence; higher % means a stronger effect | one-dose cellular ATP content (survival), % at 20 µM; EC50 in µM for titrated hits | 190,000 tested, under 10 active;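 active = EC50 below 50 µM in the dose-response confirmation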;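 also: death triggered by thapsigargin at about 15 µM added after 2 h compound pretreatment; cell ATP read after overnight thapsigargin exposure of roughly 18 to 22 hours; normalized against plate controls of thapsigargin alone and 5% DMSO vehicle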
P. falciparum M17LAP – P. falciparum M17LAP inhibitors, primary screen, biochemical, fluorogenic H-Leu-NHMec substrate, 1536-well (AID 1619); recombinant M17LAP, H-Leu-NHMec fluorogenic kinetic assay; higher % means a stronger effect; inhibition, % at 30 µM; hits with a dose series show IC50 in µM; 220,000 tested, 0.38% active;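 active = compound inhibiting the enzyme by more than half at any dose during confirmatory dose-response retesting; inconclusive = strong single-dose inhibitors picked by rank but not retested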;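 also: plate controls were full reaction with DMSO carrier for no effect and no enzyme background for full effect; strong numbers were not always called active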
PMI inhibition – MPI inhibition at elevated mannose 6-phosphate – biochemical, fluorescence intensity, high mannose 6-phosphate, primary screen (AID 1220); recombinant PMI enzyme, coupled fluorescence intensity; higher % means a stronger effect; inhibition, % at 20 µM, or IC50 in µM where a hit was titrated; 190,000 tested, 0.66% active
TNAP activation fold – human TNAP enzyme activators, primary screen, biochemical, luminescent, no phosphate acceptor, uHTS (AID 1001) | purified TNAP, luminescent activation assay, no phosphate acceptor; higher activation fold means a stronger effect | activation fold at 20 µM, or EC50 in µM where a hit was titrated | 200,000 tested, 0.03% active; in the data active = activation fold from about 3, or a potency from the dose series; inactive = the rest, 99 in 100 with activation fold below about 1.6; also: many of its hits are not listed in these tables
XIAP antagonists – XIAP antagonists, biochemical, IAP family, fluorescence polarization (AID 1018). 200,000 tested, 0.007% active. XIAP BIR domain, fluorescence polarization peptide displacement; higher % means a stronger effect. displacement, % at 20 µM; hits with a dose series show IC50 in µM; in the data active = displacement above about 50%; also: a part of the inactive calls stands beside numbers as strong as those of hits
M1AAP inhibition – malaria alanyl aminopeptidase activity blockers – biochemical, fluorogenic H-Leu-NHMec substrate, 1536-well (AID 1445); recombinant M1AAP, H-Leu-NHMec fluorogenic kinetic assay; higher % means a stronger effect; inhibition, % at 30 µM, or IC50 in µM where a hit was titrated; 220,000 tested, 0.42% active;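 active = primary inhibition above the hit cutoff, then over 50% inhibition at one or more dose response concentrations, cut at about 23% in these data, passing the limit was not always enough; inconclusive = conflicting primary data, or primary hits not chosen for dose response; inactive = low primary inhibition, or under 50% at every dose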;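 also: plate controls were DMSO full reaction for no effect and no enzyme background for full effect; strong numbers were not always called active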
Myeloid diff 2 – myeloid differentiation induction; ER-HoxA9 myeloid progenitors, lysozyme-GFP differentiation, flow cytometry; calls only at 10 µM; 360,000 tested, 1% active; AID 624256;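 active = normalized GFP-positive differentiation at or above the plate's own cutoff, the solvent-only control mean plus 3 SD; inconclusive = no clear call, values can overlap the other calls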;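 also: cells exposed to compound for four days before flow analysis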
Myeloid diff 2 GFP+ MAC1+ % – also measured in Myeloid diff 2; calls as there; GFP+ MAC1+ double positive, %; measured here: differentiation confirmed by MAC1 staining
Starred values were filed as active, the others as inactive; i = inactive; u = inconclusive; x = not tested or not shown. Rule as the data show it, unless noted: active = inhibition above about 50%; inactive = the rest.

SMILES	LYP inhibition	PMI inhibitors	ER stress rescue	P. falciparum M17LAP	PMI inhibition	TNAP activation fold	XIAP antagonists	M1AAP inhibition	Myeloid diff 2	Myeloid diff 2 GFP+ MAC1+ %
COc1cccc(C(=O)Nc2cnn(C(C)C)c2)c1	2%	-26%	-2.4%	-1%	-25%	1.1	-0.4%	1%	i	0.3
Cc1cc(-c2nnc3n2CCCCC3)c(C)n1-c1ccccc1	-8%	-13%	12%	6%	-10%	0.9	-2.5%	6%	i	5.6
COc1ccc2c(c1)CCC(C)N2C(=O)C(=O)c1c[nH]c2ccccc12 (stereo not drawn)	-1%	x	x	10%	x	x	x	2%	i	1.2
O=C(NC1CCS(=O)(=O)C1)/C(=C\c1ccccc1)NC(=O)c1ccccc1 (stereo not drawn)	-6%	6%	2.9%	3%	3%	1.1	-3.2%	12%	i	0.5
O=C(NCc1ccc(Cl)cc1)C(=O)NCC1OCCN1S(=O)(=O)c1cccs1 (stereo not drawn)	-2%	2%	-0.8%	1%	10%	1	-5.5%	4%	i	1.7
Cc1cc(C)cc(OCC(=O)Nc2ccccc2N2CCCCC2)c1	1%	14%	0.5%	-4%	16%	1.1	-3.1%	2%	i	3.2
O=C(NCC1CCCO1)c1ccc(NC(=O)C2CC=CCC2C(=O)O)cc1 (stereo not drawn)	-2%	7%	4.2%	18%	3%	1.1	-7.6%	4%	i	0.7
Clc1ccc(C2[C@H]3CN(CC4CCCCC4)[C@H](c4ccccc4)C34CC2(c2cccnc2)C4)cn1 (stereo partly drawn)	-4%	x	x	-5%	x	x	x	0%	i	0.6
COC(=O)Cc1ccc(NC(=O)c2ccc(C)c(C)c2)cc1	-5%	8%	-0.9%	6%	1%	1	-6.0%	3%	i	0.4
COc1cccc(C(=O)Nc2cccc(OC(C)=O)c2)c1	-2%	4%	8.1%	6%	2%	1	-4.4%	-1%	i	4.9
OCC1CCCN(C2CCN(Cc3nc(Cc4cccc(C(F)(F)F)c4)no3)CC2)C1 (stereo not drawn)	-6%	4%	-1.6%	10%	4%	1.1	-6.6%	4%	i	0.2
Cc1cc(-n2cc(Br)c(=O)[nH]c2=O)nc(-c2ccccc2)n1	0%	x	x	12%	x	x	x	7%	i	0.1
Cc1nc(SCC(=O)Nc2ccnc3ccccc23)n[nH]1	-11%	1%	-0.7%	8%	-1%	1.1	-2.5%	-8%	i	2.6
CN(C)c1ccc(-c2n(C)c3ccccc3[n+]2C)cc1	-5%	13%	0.5%	15%	7%	1.1	-8.1%	10%	x	x
O=C(c1ccc(-c2ccccc2)cc1)N1CCN(c2nc3ccccc3o2)CC1	-6%	3%	-1.5%	0%	10%	1.1	-7.6%	2%	i	2.3
CN(C)/N=C/c1ccc(P(c2ccc(/C=N/N(C)C)o2)c2ccc(/C=N/N(C)C)o2)o1	6%	3%	1.9%	26%	2%	1	-2.6%	15%	i	0.0
Oc1cc2c(cc1CN1CCN(c3cccc(C(F)(F)F)c3)CC1)CCC2	-5%	9%	5.7%	6%	0%	1.1	0.8%	2%	i	0.5
O=C1c2ccccc2S(=O)(=O)N1Cc1nnc(-c2ccccc2Br)o1	-3%	-4%	-6.5%	-5%	-11%	0.9	-8.2%	8%	i	0.8
c1ccc2c(c1)CCCn1nnnc1-2	1%	0%	0.0%	6%	3%	1.1	-1.7%	-4%	i	1.7
Cc1ccc2nc(-c3ccc(NC(=O)CN4CCN(C(=O)c5ccco5)CC4)cc3)sc2c1	4%	-6%	-1.1%	5%	10%	1.1	-4.2%	20%	i	5.5

By substructure: those above containing an NH in an aromatic ring
SMILES	LYP inhibition	PMI inhibitors	ER stress rescue	P. falciparum M17LAP	PMI inhibition	TNAP activation fold	XIAP antagonists	M1AAP inhibition	Myeloid diff 2	Myeloid diff 2 GFP+ MAC1+ %
COc1ccc2c(c1)CCC(C)N2C(=O)C(=O)c1c[nH]c2ccccc12 (stereo not drawn)	-1%	x	x	10%	x	x	x	2%	i	1.2
Cc1cc(-n2cc(Br)c(=O)[nH]c2=O)nc(-c2ccccc2)n1	0%	x	x	12%	x	x	x	7%	i	0.1
Cc1nc(SCC(=O)Nc2ccnc3ccccc23)n[nH]1	-11%	1%	-0.7%	8%	-1%	1.1	-2.5%	-8%	i	2.6

The list goes on.
SMILES	LYP inhibition	PMI inhibitors	ER stress rescue	P. falciparum M17LAP	PMI inhibition	TNAP activation fold	XIAP antagonists	M1AAP inhibition	Myeloid diff 2	Myeloid diff 2 GFP+ MAC1+ %
CCCC(=O)Nc1nnc(SCC(=O)Nc2ccc3c(c2)OCO3)s1	0%	8%	-3.1%	-7%	-8%	1	-10%	3%	i	0.7
Cc1oc2ccc(O)c(CN3CCOCC3)c2c1C(C)O (stereo not drawn)	-6%	13%	-5.3%	-13%	11%	1	-2.7%	-1%	i	1.1
COc1ccc(-c2c(=O)n(OCc3nc4ccccc4[nH]3)c3ccccc3[n+]2[O-])cc1	-4%	x	x	5%	x	x	x	10%	i	0.7
O=C(Nc1cccc(O)c1)c1ccccc1[N+](=O)[O-]	-5%	9%	0.7%	-2%	2%	1.1	-4.1%	-3%	i	0.3
COc1ccc(CCNC(=O)CCn2c(=O)oc3ccccc32)cc1OC	-2%	8%	-1.5%	-3%	8%	1.2	0.4%	6%	i	1.8
CCN(C(=O)c1ccccc1)c1ccc([N+](=O)[O-])cc1	-7%	5%	-4.3%	5%	9%	1	-1.4%	0%	i	0.7
O=C(NCc1ccccn1)C(=O)Nc1nc(-c2ccccc2)cs1	-3%	x	x	4%	x	x	x	u	i	0.5
O=C(NCc1ccco1)c1c2c(nc3ccccc13)CCC2	6%	-36%	-1.7%	-36%	-20%	1.1	5.7%	6%	i	1.4
COc1ccc(NC(=O)C2CCCO2)cc1Cl (stereo not drawn)	-9%	4%	-2.5%	4%	-3%	1.1	-7.0%	1%	i	7.8
N#Cc1ccc(C(=O)Nc2cc(S(=O)(=O)N3CCCC3)ccc2OCC(F)(F)F)cc1	-2%	0%	1.8%	-10%	-1%	1	-7.4%	6%	i	0.5
O=C(NCc1ccc2c(c1)OCO2)c1cnc2n(c1=O)CCS2	-1%	-5%	-1.4%	3%	1%	1.1	-7.9%	-2%	i	4.4
O=c1cc(CSc2nnc(-c3cccnc3)n2-c2ccccc2F)nc2sccn12	-3%	3%	0.0%	16%	10%	1.1	-3.4%	11%	i	5.2
CCOC(=O)C(=O)/C(=C\N(C)C)c1onc(-c2c(Cl)cccc2Cl)c1C(=O)OC	7%	5%	-1.0%	-3%	-9%	1	-6.5%	5%	i	0.6
O=C(/C=C/c1ccccc1)CC(O)(c1ccccc1)C(F)(F)F (stereo not drawn)	-4%	3%	-0.1%	-5%	0%	1.2	-1.3%	1%	i	0.7
Cc1ncc(CO)c2cc(C(N)=O)c(=Nc3ccccc3)oc12	-6%	8%	0.3%	12%	3%	1.1	-6.3%	7%	i	0.7
O=C(O)c1ccccc1SCc1cn2ccccc2n1	-1%	9%	-3.6%	-6%	-1%	1.1	-6.3%	1%	i	1.1
CCN(CC)CCOC(=O)c1ccc(NC(=O)/C=C/c2cccs2)cc1	7%	-19%	1.9%	42%	-14%	1	0.3%	11%	i	0.5
COc1cc(N2CCOCC2)ccc1C=C(C#N)C#N	-10%	-1%	0.8%	4%	-7%	0.9	-2.6%	-1%	i	0.3
Cc1cccc(N2CCN(C(=O)CCNS(=O)(=O)c3ccc4c(c3)CCC(=O)N4)CC2)c1C	-6%	13%	-2.1%	-5%	8%	1.1	-2.7%	0%	i	1.5
CCOC(=O)c1[nH]c(=O)[nH]c1CSc1ccccn1	-6%	0%	0.4%	-14%	-10%	1.1	1.5%	1%	i	1.1
O=C(COc1ccc(Cl)cc1)N1CCN(S(=O)(=O)c2ccccc2)CC1	-6%	0%	-0.2%	5%	5%	1	-0.9%	-11%	i	5.1
C=CCn1c(SCC(=O)c2ccccc2)nnc1-c1ccc2c(c1)OCO2	0%	-3%	2.3%	51%	-16%	1	-13%	2%	i	1.0
N#Cc1c(C(F)(F)F)cc(-c2ccc(F)cc2)nc1SCC(=O)O	-1%	2%	2.3%	41%	-3%	1.1	-0.4%	-1%	i	0.4
c1cncc(C2Nc3ccccc3-c3nc4ccccc4n32)c1 (stereo not drawn)	-9%	2%	-3.2%	-83%	0%	1.1	-0.9%	8%	i	2.7
O=c1c2ccccc2ncn1Cc1ccco1	-6%	4%	-1.1%	-12%	5%	1	-3.1%	0%	i	7.9
COc1cccc(NC(=S)NN2CCN(C)CC2)c1	-3%	2%	-1.7%	-13%	5%	1.1	-8.3%	5%	i	0.9
Cc1c(NC(=O)c2cccc(NC(=O)c3ccco3)c2)cccc1C(=O)O	-3%	14%	2.2%	8%	9%	1.1	-4.6%	9%	i	1.9
Cc1onc(-c2ccccc2)c1C(=O)NNC(=S)NC(=O)c1ccc(Br)cc1	0%	2%	0.5%	44%	-7%	1.2	-2.2%	-26%	i	1.2
O=C(Cc1cccs1)Nc1cccc(-c2nc3cc4ccccc4cc3[nH]2)c1	-1%	4%	-3.3%	-8%	4%	1.1	-15%	12%	i	1.5
CCOC(=O)C1=C(c2ccccc2)N=c2s/c(=C\c3cccc(O)c3)c(=O)n2C1c1cccs1 (stereo not drawn)	0%	13%	-2.3%	-1%	11%	0.9	-4.0%	11%	i	2.4
N=C1C(c2nc3ccccc3c(=O)[nH]2)=C(O)CN1CCc1ccccc1	-8%	13%	-0.2%	-13%	8%	1.1	-14%	-2%	i	2.9
COc1ccccc1CNC(=O)c1nnc(Cc2ccc(Cl)cc2)o1	-3%	-14%	-0.2%	-11%	-9%	1.1	-2.1%	-2%	i	1.5
CSCCC(NC(=O)c1ccc(Br)cc1)C(=O)O (stereo not drawn)	-2%	-21%	3.2%	1%	-2%	1.1	-6.5%	3%	i	0.1
Cc1ccc(N=C2CCCN2Cc2ccccc2)c(C#N)c1	-5%	-1%	-0.9%	3%	-4%	1.1	-2.2%	-5%	i	5.8
Cc1nc(-c2cc(C#N)c(Sc3cccc(C(F)(F)F)c3)nc2C)cs1	4%	x	x	0%	x	x	x	0%	i	0.3
CCn1c(C)nc2cc(C(=O)NNC(=S)Nc3ccc(OC)cc3)ccc21	-8%	-9%	-1.0%	11%	0%	2.6	-0.6%	-7%	i	0.3
CCOc1ccc(NC(=O)N(C2CCCCC2)C(C)c2cccnc2)cc1 (stereo not drawn)	-2%	19%	-0.1%	29%	47%	1.2	-1.6%	1%	i	0.8
COc1cc(/C=N/NC(=O)c2cc3ccccc3cc2O)ccc1OCCN1CCCCC1	-23%	74%*	-4.1%	18%	x	1.2	-6.6%	11%	i	0.4
CC(=O)c1cccc(CN2CCN(C3CCCCC3)C(CCO)C2)c1 (stereo not drawn)	-2%	x	x	-1%	x	x	x	8%	i	0.6
CSc1nsc(SCC(=O)Nc2nc3ccccc3s2)n1	6%	0%	-0.4%	0%	13%	1	-2.1%	-3%	i	0.4
